KB-3-1 cytotox – qHTS assay for MDR1-selective chemotherapeutics: Primary screen using the parental adenocarcinoma cell KB-3-1; AID 1347075, 2019; 400,000 compounds, 1.4% hits; Potency, µM (titrated, usually from 46.1 µM), inactives show top-dose activity change, negative = cytotoxic, most hits filed as cytotoxic; KB-3-1 viability, CellTiter-Glo ATP luminescence, 72 h; also: potency is read from the fitted curve at half-maximal effect; % is scaled to controls: 0 for no effect and ±100 for the full control effect; nearly all actives have a fitted effect of over 60% in size
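72 h, 37 °C compound treatment of KB-3-1 parental cells; CellTiter-Glo added, 10 min, luminescence read. Data corrected against DMSO-only plates and normalized before curve fitting.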
S2 tox – Viability Counterscreen for Primary qHTS for Inhibitors of ATXN expression; S2 cells (HEK-293 line with an ATXN2-luciferase reporter) viability, CellTiter-Fluor protease fluorescence, 24 h; Potency, µM (titrated, usually from 56.7 µM), actives largely listed as cytotoxic; AID 651635, 2014; 400,000 compounds, 0.49% hits; also: potency is read from the fitted curve at half-maximal effect; nearly all actives have a fitted effect of over 40% in size
HepG2 tox – qHTS for Inhibitors of TGF-b: Cytotox Counterscreen. HepG2 CAGA-GFP viability, ATP luminescence, 18 h. Potency, µM (titrated, usually from 46.1 µM), for the others: at the top dose activity change, negative = cytotoxicity, most hits filed as cytotoxic. 410,000 compounds, 0.76% hits. AID 588856, 2011; also: potency is read from the fitted curve at half-maximal effect; some results filed as inactive show a strong effect at the top dose
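HepG2 CAGA-GFP cells (1000/well, DMEM with 1% FBS) received compound, then TGF-beta at 500 pg/mL final, and were incubated 18 hours at 37 degrees C. Viability was read by CellTiter-Glo luminescence. Media-only wells were set as complete cell-killing and DMSO as no toxicity.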
MCF10A rereplic – A quantitative high throughput screen for small molecules that induce DNA re-replication in MCF 10a normal breast cells. Potency, µM (doses to about 46.1 µM), inactives show at the highest dose activity, positive = re-replication, actives largely listed as activators. AID 624296, 2012. 350,000 compounds, 2.9% hits. MCF 10A DNA re-replication, Hoechst nuclear intensity, 48 h; also: potency is read from the fitted curve at half-maximal effect; % of control where 0% means no effect; nearly all actives have a fitted effect of over 50% in size
HT1080NT lethal – qHTS for induction of synthetic lethality in tumor cells producing 2HG: qHTS for the HT-1080-NT fibrosarcoma cell line. Potency, µM (doses to about 46.1 µM), inactives show at the top dose activity, negative = less viability, hits mostly cytotoxic. HT-1080-NT fibrosarcoma viability, CellTiter-Glo ATP luminescence, 48 h. 360,000 compounds, 1.6% hits. AID 686970, 2013;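 also: NT is the 2HG producing partner of a matched IDH1 knockdown line; potency is read from the fitted curve at half-maximal effect; 0% = DMSO-treated cells and -100% = media-only wells without cells; nearly all actives have a fitted effect of over 55% in size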
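Read-out is CellTiter-Glo luminescence after 10 minutes at room temperature, following 48 hours' compound treatment of HT-1080-NT cells (750 cells/well, RPMI, 5% FBS, 37 degrees C).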
ATXN2 expr inh – Primary qHTS for Inhibitors of ATXN expression. HEK-293 ATXN2-luciferase reporter, luminescence, 24 h. Potency, µM (doses to about 57 µM), for the others: at the top dose activity change, negative = inhibition, most hits filed as inhibitors. 360,000 compounds, 0.72% hits. AID 1745845, 2022; also: potency is read from the fitted curve at half-maximal effect; % is scaled to controls: 0 for no effect and ±100 for the full control effect; nearly all actives have a fitted effect of over 55% in size
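ATXN2-luciferase reporter cells (luciferase flanked by upstream and downstream ATXN2 gene portions) were treated 24 h at 37 °C with compounds at up to 57 uM. SteadyGlo luminescence gave expression; GF-AFC fluorescence gave viability.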
IL1B secr inh – qHTS for Inhibitors of Inflammasome Signaling: IL-1-beta AlphaLISA Primary Screen | THP-1 LPS/ATP IL-1B secretion, AlphaLISA, 16 h; active compounds read low | 360,000 compounds, 4.7% hits | activity change, % at 57.5 µM; in the data active = activity change below about -50%; inconclusive = mostly about -30% to -49%; also: % is scaled to controls: 0 for no effect and ±100 for the full control effect
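Secreted IL-1B measured by AlphaLISA bead assay after 16 h compound exposure of THP-1 cells; compounds (final up to 57.5 uM) added 1 h before LPS (250 ng/mL) and ATP (1.25 mM) stimulation; lower signal means less secretion.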
SW480 rereplic – A quantitative high throughput screen for small molecules that induce DNA re-replication in SW480 colon adenocarcinoma cells. SW480 DNA re-replication, Hoechst DNA content imaging, 48 h. Potency, µM (titrated, usually from 46.1 µM), without a hit: at the highest dose re-replication activation, hits mostly activators. 340,000 compounds, 1.8% hits. AID 624297, 2012; also: potency is read from the fitted curve at half-maximal effect; % of control where 0% means no effect; nearly all actives have a fitted effect of over 55% in size
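Treated cells incubate 48 hr (37 C, 5% CO2), are stained 40 min with Hoechst, and nuclear fluorescence is enumerated; a rise in nuclei with high DNA signal marks re-replication.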
HT1080 IDH1KD tx – qHTS for induction of synthetic lethality in tumor cells producing 2HG: qHTS for the HT-1080-IDH1KD cell line; 360,000 compounds, 2% hits; AID 686971, 2013; HT-1080 IDH1 knockdown viability, ATP luminescence, 48 h; Potency, µM (top dose mostly 46.1 µM), without a hit: top-dose activity, negative = toxicity, usual class: cytotoxic;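 also: potency is read from the fitted curve at half-maximal effect; 0% = DMSO wells and -100% = cell-free medium wells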
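CellTiter-Glo luminescence after 48 h compound exposure at 37 degrees C of IDH1-knockdown HT-1080 cells in 5% FBS RPMI. %Activity scaled between DMSO wells and cell-free media wells, with curves fitted and assigned curve classes.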
* hit, by the source's call; i = inactive; ? = inconclusive; . = no result given; & = joins results of further samples; [ ] = another dose, or the depositor's remark. Unless noted, calls follow the shape of the dose curve; as a rule, active = well fitted curve in the direction sought with a large enough effect; inconclusive = small, poorly fitted or top-dose-only effect, or another doubt; inactive = no such curve, though single readings can be large; an effect the other way counts as inactive or inconclusive.

SMILES | KB-3-1 cytotox | S2 tox | HepG2 tox | MCF10A rereplic | HT1080NT lethal | ATXN2 expr inh | IL1B secr inh | SW480 rereplic | HT1080 IDH1KD tx
COC(=O)C1=C(C)N(c2ccc(OC)cc2)C(C)=C(C(=O)OC)C1c1ccccc1 | 1% | . | -33% | ? | ? | . | 0 | 3% | -10%
c1coc(-c2ccnc(-c3ccncc3)n2)c1 | 0% | i | -5% | -5% | 7% | 6% | -25 | -8% | 9%
CCOC(=O)c1ccc(N2C(=O)c3n[nH]c(-c4ccco4)c3C2c2ccc(C(=O)OC)cc2)cc1 (configuration not stated) | ? | ? | -39% | . | . | ? | . | . | .
Cc1cc(=O)oc2cc(OCC(=O)Nc3ccccc3C(=O)O)ccc12 | -6% | i | 17% | 1% | -30% | 36% | 9 | ? | -9%
CC(C)CC(=O)N=C1SC2CS(=O)(=O)CC2N1Cc1ccccc1Cl (configuration not stated) | 0% | i | -7% | 0% | 7% | . | 7 | -6% | 0%
C=CCSc1nnc2c(n1)OC(c1ccco1)Nc1ccccc1-2 (configuration not stated) | 1% | i | -26% | 3% | 4% | 1% | -6 | 0% | 15%
CCOc1cc(NC(=S)NCC(C)C)c(OCC)cc1NC(=O)c1cccs1 | 1% | i | -64% | ? | ? | -24% | -1 | 1% | -10%
COc1cccc(C(=O)N2CCN(C(=O)c3cccc4ccccc34)CC2)c1OC | 24% | i | 11% | -5% | 6% | -4% | 2 | -4% | 7%
COCCN(CCOC)c1nc(S(=O)(=O)c2ccc(C)cc2)c(Cl)s1 | -7% | i | -35% | 10% | 8% | -6% | -12 | 3% | 6%
CCc1cccc(C)c1NC(=O)c1ccc2c(c1)CCN2S(=O)(=O)c1ccc(Cl)cc1 | -17% | i | 2% | . | . | 0% | . | . | .
Cc1cccn2c(/C=N/OCc3ccc(F)cc3)c(-c3ccc(Cl)cc3)nc12 | -1% | i | 6% | ? | 6% | -3% | 8 | -1% | 5%
O=C1NN(c2ccccc2)C(=O)/C1=C\c1ccccc1 | -6% | i | 2% | 17% | ? | -12% | 12 | ? | -25%
COc1ccc(NC(=O)C2(C)Cc3c(-c4cccc(C(F)(F)F)c4)ccnc3O2)cn1 (configuration not stated) | ? | ? | -4% | . | ? | -8% | 68 | . | ?
CC1CC(C)CN(C(=O)COc2cccnc2[N+](=O)[O-])C1 (configuration not stated) | 8% | i | 14% | -16% | 10% | -2% | 7 | 4% | 8%
COc1ccc(-c2c(C#N)c(SCc3c(C)noc3C)nc3c2C(=O)CC(C)(C)C3)cc1 | -5% | i | -16% | 8% | -5% | -5% | 66 | 0% | 1%

Of the compounds above, eight have nitrogen in an aromatic ring:
SMILES | KB-3-1 cytotox | S2 tox | HepG2 tox | MCF10A rereplic | HT1080NT lethal | ATXN2 expr inh | IL1B secr inh | SW480 rereplic | HT1080 IDH1KD tx
c1coc(-c2ccnc(-c3ccncc3)n2)c1 | 0% | i | -5% | -5% | 7% | 6% | -25 | -8% | 9%
CCOC(=O)c1ccc(N2C(=O)c3n[nH]c(-c4ccco4)c3C2c2ccc(C(=O)OC)cc2)cc1 (configuration not stated) | ? | ? | -39% | . | . | ? | . | . | .
C=CCSc1nnc2c(n1)OC(c1ccco1)Nc1ccccc1-2 (configuration not stated) | 1% | i | -26% | 3% | 4% | 1% | -6 | 0% | 15%
COCCN(CCOC)c1nc(S(=O)(=O)c2ccc(C)cc2)c(Cl)s1 | -7% | i | -35% | 10% | 8% | -6% | -12 | 3% | 6%
Cc1cccn2c(/C=N/OCc3ccc(F)cc3)c(-c3ccc(Cl)cc3)nc12 | -1% | i | 6% | ? | 6% | -3% | 8 | -1% | 5%
COc1ccc(NC(=O)C2(C)Cc3c(-c4cccc(C(F)(F)F)c4)ccnc3O2)cn1 (configuration not stated) | ? | ? | -4% | . | ? | -8% | 68 | . | ?
CC1CC(C)CN(C(=O)COc2cccnc2[N+](=O)[O-])C1 (configuration not stated) | 8% | i | 14% | -16% | 10% | -2% | 7 | 4% | 8%
COc1ccc(-c2c(C#N)c(SCc3c(C)noc3C)nc3c2C(=O)CC(C)(C)C3)cc1 | -5% | i | -16% | 8% | -5% | -5% | 66 | 0% | 1%

Other compounds follow.
SMILES | KB-3-1 cytotox | S2 tox | HepG2 tox | MCF10A rereplic | HT1080NT lethal | ATXN2 expr inh | IL1B secr inh | SW480 rereplic | HT1080 IDH1KD tx
Cc1cc(C(=O)CCC(=O)N2CCN(S(=O)(=O)c3cccs3)CC2)c(C)s1 | -12% | i | 1% | 11% | -7% | -11% | 5 | -1% | -12%
CCCC(=O)Nc1cc(C(=O)O)ccc1S(=O)(=O)c1ccc(C)cc1 | 1% | ? | 15% | 2% | 2% | -24% | 19 | -3% | 0%
CC(C)CC(=O)C1=C(O)C(=O)N(Cc2ccccc2)C1c1ccccc1 (configuration not stated) | -7% | i | -1% | -6% | 2% | . | 6 | 2% | 6%
COc1ccc(C(=O)N/N=C/c2ccc(N3CCOCC3)o2)cc1OC | -19% | i | -7% | -6% | -6% | 20% | 14 | -9% | -17%
NS(=O)(=O)c1cccc(NC(=O)CN2CCc3ccccc32)c1 | -8% | i | -20% | -1% | -16% | -7%[11.3 µM] | 33 | -8% | -7%
CCn1ccc2c(OCC(=O)Nc3ccccc3C(F)(F)F)cccc2c1=O | -5% | ? | -8% | . | . | ? | . | . | .
CC1(C)CC(=O)C=C(c2ccc(F)nc2)C1 | -3% | i | -31% | ? | -10% | -5% | 2 | 13% | -1%
O=C(CSc1nnc(Cn2cnc3ccccc32)o1)c1ccccc1 | ? | i | 4% | ? | -13% | -4% | 16 | ? | -7%
O=[N+]([O-])c1cccc(COc2ccc(CN3CCOCC3)cc2)c1 | -1% | i | -29% | ? | 2% | 12% | -17 | ? | 3%
COC(=O)c1ccc(NC(=O)COc2cccc3c2OC(C)(C)C3)cc1 | 0% | i | -45% | ? | -5% | -14% | 23 | 4% | -9%
COc1ccc(N2CCN(C(=S)Nc3cc(C)cc(C)c3)CC2)cc1 | 1% | i | 2% | 16% | 9% | 0% | 8 | 13% | 3%
CCc1cc(=O)oc2cc(C)cc(OC(C)C(=O)NCc3cccnc3)c12 (configuration not stated) | -14% | i | -1% | 10% | 18% | 5% | -10 | -7% | 9%
Cc1ccc(Cc2cnc(NC(=O)c3cccs3)s2)cc1 | -29% | ? | -37% | ? | -25% | 48%[activator] | ? | 8% | ?
CC(CN1CCCC1)OC(=O)c1ccccc1Cl (configuration not stated) | 2% | i | -2% | -3% | 11% | 3% | 1 | -1% | 9%
Nc1nc2n(n1)C(c1ccco1)CC(c1ccc(F)cc1)N2 (configuration not stated) | 11% | i | -3% | -2% | 4% | 5% | -12 | -4% | 2%
S=C(NCCCN1CCOCC1)N1CCN(c2cccc(Cl)c2)CC1 | ? | i | -20% | 4% | ? | -18% | ? | -3% | ?
COc1ccc(C2=NO[C@@H]3C(=O)N(c4ccc(C)cc4C)C(=O)[C@H]23)cc1OC | 0% | i | -6% | -3% | 5% | 0% | -12 | -7% | 6%
O=C(Nc1ccc(F)cc1F)C1CCCN1S(=O)(=O)c1cccc2nsnc12 (configuration not stated) | ? | i | 2%&4% | 11% | 6% | -12%&-16% | 20 | 13% | -5%
O=C(Cn1cccc1C(=O)c1ccccc1)NCc1ccccc1Cl | -3% | i | 0%&-20% | 6% | 3% | 20% | 1 | 1% | 0%
N#Cc1cc2c(=O)n3ccccc3nc2n(Cc2cccnc2)c1=O | 24% | . | -7% | 12µM* | 20% | 5% | 8 | 2.3µM* | 11%
Cc1ccc(S(=O)(=O)Nc2ccc(C(N)=O)cc2)cc1[N+](=O)[O-] | 3% | i | 3% | -4% | 7% | -27% | 6 | -4% | 6%
CC(=O)c1cccc(N=Nc2c(-c3ccccc3)[nH]n(-c3ccccc3)c2=O)c1 | -8% | i | -4% | -3% | 8% | ? | 9 | -6% | 0%
CCN(CC)CCCn1c2c(c(SCC(=O)N3CCc4ccccc43)nc1=O)CCC2 | -18% | ? | -21% | 2% | -3% | 11% | -14 | 2% | -16%
O=C(NNS(=O)(=O)c1ccc(Cl)cc1)c1cnn(-c2ccccc2)c1-n1cccc1 | 5% | i | -12% | -3% | 5% | 2% | 4 | -2% | 1%
COc1cccc(NC(=O)CSc2nc3scc(C)c3c(=O)[nH]2)c1 | 0% | i | -12% | ? | 12% | -2% | 24 | -5% | 9%
CC(OC(=O)CCN=C1NS(=O)(=O)c2ccccc21)C(=O)N(C)c1ccccc1 (configuration not stated) | 8% | ? | 6% | -4% | 0% | 4% | 14 | 26% | 11%
Cc1ccsc1/C=C(\C(=O)c1ccc(OC(C)C)cc1)c1nc2ccccc2o1 | -11% | i | -29% | 18% | 0% | ? | -67* | 8.2µM* | -1%
FC(F)(F)c1cccc(NC(=S)NCC2COc3ccccc3O2)c1 (configuration not stated) | 2% | i | -66% | ? | -1% | . | -20 | 1% | 0%
O=C1CCC(c2ccc3c(c2)CCC3)=NN1 | 1.2µM* | i | 4% | -13% | 0% | . | -10 | -4% | 0%

Screens: PubChem BioAssay, National Center for Advancing Translational Sciences (NCATS)
